# S1P4 agonist = agonists of human S1P4 receptor. O95977. S1P4-expressing cell line, agonist reporter assay. activation, % at 4.98 µM. 220,000 tested, 0.35% active; in the data active = activation above about 11%;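 also: 0% = DMSO vehicle and 100% = reference agonist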
# BaF3 parental = parental Ba/F3 viability inhibition as JAK2V617F counter-screen; 220,000 tested, 1.1% active; CellTiter-Glo ATP luminescence; inhibition, % at 5.6 µM; AID 1486;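 active = inhibition above a per-campaign cutoff, the mean inhibition of all tested compounds plus 3 SD, cut at about 27% in these data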;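 also: 0% = DMSO wells and 100% = JAK Inhibitor I control wells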
# Ba/F3 V617F tox = reduce viability of Ba/F3 cells dependent on JAK2V617F; inhibition, % at 5.6 µM; Ba/F3 EpoR-JAK2V617F viability, ATP luminescence; 220,000 tested, 1.1% active;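 active = inhibition above the campaign mean plus 3 SD over all tested compounds, cut at about 24% in these data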;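 also: cytokine-independent growth of Ba/F3 cells driven by EpoR plus mutant JAK2; 0% = DMSO-treated cells and 100% = JAK inhibitor I control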
# NPY-Y1 PAM-ag = human NPY-Y1 potentiation or agonism, primary screen | AID 1304 | 220,000 tested, 0.37% active | P25929 | NPY-Y1 expressing cells, potentiator/agonist activation | activation, % at 3.6 µM; in the data active = activation above about 33%, passing the limit was not always enough;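 also: cells stimulated with NPY at EC10 then isoproterenol at EC100; 0% = low agonist plus stimulus and 100% = saturating agonist plus stimulus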
# Target sequence (P25929 whole entry, looked up): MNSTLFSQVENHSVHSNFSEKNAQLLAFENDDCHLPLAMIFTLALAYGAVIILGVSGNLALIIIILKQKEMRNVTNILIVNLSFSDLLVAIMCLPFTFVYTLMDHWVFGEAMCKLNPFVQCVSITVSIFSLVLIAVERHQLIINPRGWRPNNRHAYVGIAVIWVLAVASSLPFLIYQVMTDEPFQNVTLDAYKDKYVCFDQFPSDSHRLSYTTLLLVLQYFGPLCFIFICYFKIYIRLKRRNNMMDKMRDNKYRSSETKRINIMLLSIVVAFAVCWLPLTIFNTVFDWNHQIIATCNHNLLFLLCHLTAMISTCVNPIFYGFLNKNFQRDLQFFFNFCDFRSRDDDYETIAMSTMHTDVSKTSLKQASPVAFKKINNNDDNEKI
# NCF1 inh = blocks human p47phox regulatory protein of NADPH oxidases. p47phox/p22phox peptide binding, fluorescence polarization, 2 h. inhibition, % at 24.7 µM. 220,000 tested, 0.53% active;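 active = inhibition above about 30%, limit read from the data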;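 also: 0% = p47phox with labelled peptide and 100% = labelled peptide alone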
# Target sequence (P14598 whole entry, looked up): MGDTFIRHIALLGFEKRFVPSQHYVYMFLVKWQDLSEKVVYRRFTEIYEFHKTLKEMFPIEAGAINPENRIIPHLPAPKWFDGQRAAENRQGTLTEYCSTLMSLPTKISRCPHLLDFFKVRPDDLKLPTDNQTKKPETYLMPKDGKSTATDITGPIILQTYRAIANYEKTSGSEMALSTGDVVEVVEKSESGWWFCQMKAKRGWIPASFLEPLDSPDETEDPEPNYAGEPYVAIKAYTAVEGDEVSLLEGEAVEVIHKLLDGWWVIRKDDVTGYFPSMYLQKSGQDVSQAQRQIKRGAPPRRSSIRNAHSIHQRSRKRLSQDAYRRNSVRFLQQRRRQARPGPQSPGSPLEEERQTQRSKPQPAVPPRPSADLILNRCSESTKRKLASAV
# NPY-Y1 antag = NPY-Y1 (human) receptor antagonism. P25929. HEK293-CNG Y1 cells, membrane potential fluorescence; NPY at EC95, then isoproterenol. inhibition, % at 3.6 µM. 200,000 tested, 1% active. AID 1040;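 active = inhibition above the campaign mean inhibition of all tested compounds plus 3 SD, cut at about 20% in these data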;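 also: 0% = DMSO wells given NPY plus isoproterenol and 100% = isoproterenol alone without NPY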
#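 Assay system: HEK293 cells with Y1 receptor plus CNG channel | Probe or stimulus: NPY (25 nM), isoproterenol (1 µM), Ro 20-1724 (25 µM) | Timing: Compound incubation 1 h at room temperature, readout 45 min post-stimulation | Measured by: Membrane-potential fluorescent dye readout | Benchmarks: High control isoproterenol alone, low control NPY with isoproterenol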
# CHOP inhibitor = CHOP inhibition in unfolded protein response | inhibition, % at 10 µM | CHO-K1 CHOP-promoter luciferase, tunicamycin-induced, 15-18 h | AID 2732 | 220,000 tested, 3.8% active;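 active = compounds that reduced the stress-induced luciferase reporter signal by more than about 70% of percent inhibition, limit read from the data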;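 also: 0% = tunicamycin plus vehicle and 100% = wells without tunicamycin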
# NPY2 pot ag = potentiators or agonists of human neuropeptide Y receptor Y2. cells expressing NPY-Y2, potentiator/agonist read-out. 220,000 tested, 0.45% active. P49146. activation, % at 3.6 µM; in the data active = activation above about 27%;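 also: cells stimulated with NPY near EC25 plus isoproterenol at EC100; 0% = vehicle plus submaximal agonist and 100% = vehicle plus saturating agonist; some results beyond the cut were filed as inactive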
# S1P4 antagonist = blocks the human S1P4 receptor | S1P4-expressing cells, antagonist mode, reporter read-out | 220,000 tested, 0.26% active | inhibition, % at 4.98 µM | O95977; in the data active = inhibition above about 29%;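 also: 0% = wells stimulated with agonist and 100% = vehicle wells without agonist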
# The depositor's hits bear a star; · = no result given.
item	SMILES	NPY2 pot ag	NPY-Y1 antag	BaF3 parental	CHOP inhibitor	S1P4 antagonist	NCF1 inh	S1P4 agonist	Ba/F3 V617F tox	NPY-Y1 PAM-ag
1	COCCOC(=O)C1=C(C)N(c2ccccc2)C(=O)NC1c1cccc([N+](=O)[O-])c1 (centres undefined)	3	5	12	9	0	2	3.2	34*	-4
2	COc1ccc(C)cc1NC(=O)C(Sc1nnc(Nc2cc(C)ccc2OC)s1)c1ccccc1 (centres undefined)	2	-3	0	19	-8	-12	-0.3	4	6
3	CCn1c(SCC(=O)NCc2ccccc2)nnc1-c1ccccc1O	15	-1	6	82*	-20	-11	1.9	-3	-10
4	OCCN=Cc1c(O)[nH]c2ccccc12	9	0	-1	21	1	-16	-1.2	-2	2
5	COc1ccc(-n2nc(C(=O)Nc3nc4ccc(OC)cc4s3)c3ccccc3c2=O)cc1	10	1	5	17	-9	38*	-1.3	-3	13
6	CCOc1ccc(CCNC(=O)C2CCCN(c3nnc(-n4cccc4)s3)C2)cc1OCC (centres undefined)	-6	2	3	60	-6	-25	0.9	4	11
7	COCCN1C(=O)C(=O)/C(=C(/O)c2cccc(S(=O)(=O)N(C)C)c2)C12C(=O)N(C)c1ccccc12 (centres undefined)	19	-2	-1	11	-12	-7	1.3	-1	-12
8	CCn1c(SCC(=O)Nc2cccc(F)c2)nc2c(c1=O)SC(C)C2 (centres undefined)	-13	1	1	9	9	-12	0.8	3	-3
9	CC(C)C(C(=O)O)N1C(=O)/C(=C/C=C/c2ccco2)SC1=S (centres undefined)	-3	3	7	16	-3	-81	1.7	-1	1
10	Cc1ccc(OC(=O)c2cccc(S(=O)(=O)N3CCCC3)c2)c(-n2nc3ccccc3n2)c1	-1	-2	7	59	-12	-13	1.6	1	-40
11	O=C(Sc1nnnn1C1CCCCC1)c1cccs1	-13	5	-1	6	-29	-15	1.4	-1	-8
12	CN(C)c1cccc(NC(=O)Cc2ccc(F)cc2)c1	18	-1	2	48	9	-6	0.0	1	-6
13	COc1ccc2c(CC(=O)Nc3cccc(S(=O)(=O)N4CCOCC4)c3)coc2c1	0	9	5	1	-6	-34	1.7	0	-1
14	CCC(C)(C)n1nnnc1C(c1cc2ccc(OC)cc2[nH]c1=O)N1CCN(C2CCCCC2)CC1 (centres undefined)	14	6	5	7	-15	-12	0.9	1	1
15	COC(=O)c1cnn(-c2ccc(F)cc2F)c1/C=N/NC(=S)NC(C)(C)C	-12	·	2	1	-4	-15	-0.7	0	-27
16	CCc1cccc(NC(=S)Nc2ccc(CN3CCOCC3)cc2)c1	-6	2	3	14	7	·	0.8	-1	-10
17	CC(=O)Nc1cccc(C(=O)O)n1	1	5	0	29	-2	-2	1.9	-1	2
18	N#Cc1c(-c2ccccc2)c(C#N)c2nc3ccccc3n2c1N	6	1	3	5	-11	-46	3.3	1	-32
19	CCOC(=O)Cn1nc(C)c(NC(=O)COc2ccc([N+](=O)[O-])cc2)c1C	8	-2	3	34	-3	-12	0.2	-5	-1
20	O=c1[nH]nc2c3ccccc3cnn12	-2	16	1	-8	9	-9	2.5	-1	12

# Only NPY2 pot ag, for two of the compounds above:
cpd | smiles | NPY2 pot ag
10 | Cc1ccc(OC(=O)c2cccc(S(=O)(=O)N3CCCC3)c2)c(-n2nc3ccccc3n2)c1 | -1
11 | O=C(Sc1nnnn1C1CCCCC1)c1cccs1 | -13

# Remaining list, next part
item	SMILES	NPY2 pot ag	NPY-Y1 antag	BaF3 parental	CHOP inhibitor	S1P4 antagonist	NCF1 inh	S1P4 agonist	Ba/F3 V617F tox	NPY-Y1 PAM-ag
21	CC(C)(C)Nc1nc2nonc2nc1NC(C)(C)C	6	7	33*	25	-8	-1	-4.1	35*	1
22	CCc1ccc(C(=O)CSc2nnc(C)c(=O)[nH]2)cc1	-21	16	1	23	3	-14	-1.0	0	-22
23	N#Cc1cnn(-c2cccc(Cl)c2)c1-n1cccc1	6	·	0	-6	-9	-4	0.7	1	-11
24	CON/C=C(\C=Nc1ccc(Cl)cc1Cl)c1ncc(C(F)(F)F)cc1Cl	3	5	3	-25	-9	-15	1.3	-4	26
25	Cc1ccc(C(=O)Nc2ccc(S(=O)(=O)N3CCN(C)CC3)cc2)cc1	4	0	0	4	-4	-9	0.1	-5	-6
26	O=C(CN(c1ccccc1F)S(=O)(=O)c1ccccc1)N1CCCCCC1	-7	1	2	5	4	-3	-1.2	1	16
27	CC1CC(=O)C=C(O)C1C(=O)OC(C)(C)C (centres undefined)	11	6	5	-40	2	-9	-0.1	0	11
28	COc1cc2c(C)nc(C)c(C#N)c2cc1OC	5	-1	7	11	-11	-4	1.7	0	6
29	COc1ccccc1NC(=O)Nc1ccc(CC#N)cc1	-11	·	-3	7	5	-8	1.7	0	12
30	O=C1CSC(c2ccc(Cl)cc2)N1c1cccnc1 (centres undefined)	20	·	4	10	-11	-8	1.0	1	15
31	Cc1cccc(OCC(=O)NC(Cc2ccccc2)C(=O)O)c1 (centres undefined)	7	-6	-1	13	-2	-16	-0.3	-5	-5
32	N[C@@H](Cc1ccc(O)cc1)c1nnc([C@H](CCC(=O)O)NC(=O)C2CCNCC2)o1	-17	3	-2	21	5	10	1.8	0	1
33	NNC(=O)c1sc(-c2ccc(Cl)cc2)cc1N	13	-2	1	15	-4	-46	2.9	0	7
34	O=C(C1Cc2ccccc2CN1C(=O)c1ccccc1)N1CCN(c2ccccc2)CC1 (centres undefined)	-7	·	47*	-9	-3	-3	1.4	58*	8
35	CCN(CC)CCNC(=O)C1CCC(=O)N(c2ccc(OC)cc2)C1c1ccc(F)cc1 (centres undefined)	14	2	1	23	-9	-19	-0.1	-2	-2
36	COc1ccc(/C=c2\sc3nc(-c4ccccc4OC)nn3c2=O)c(OC)c1	0	0	0	102*	-20	-18	0.8	1	3
37	CC(=O)Nc1ccc(S(=O)(=O)NCC(=O)OCC(=O)N2CCc3ccccc32)cc1	-22	4	1	-27	-1	-19	-3.0	-2	-1
38	COc1cnc(-c2ccccn2)nc1Sc1cccc(Cl)c1	3	2	5	53	-20	1	-0.4	-1	-12
39	COc1ccc(CSC(=N)N)cc1[N+](=O)[O-]	1	10	2	-2	-1	-2	-2.6	-3	-17
40	CN(C)c1ccc(/C=N/N=C2/NC(=O)/C(=C/c3ccc([N+](=O)[O-])cc3)S2)cc1	6	1	1	63	-14	2	-1.0	-4	-2

# Taken from above.
# Value for `COc1ccccc1NC(=O)Nc1ccc(CC#N)cc1` in S1P4 agonist: 1.7
# Value for `CN(C)c1ccc(/C=N/N=C2/NC(=O)/C(=C/c3ccc([N+](=O)[O-])cc3)S2)cc1` in S1P4 agonist: -1.0
# Value for `NNC(=O)c1sc(-c2ccc(Cl)cc2)cc1N` in NPY-Y1 PAM-ag: 7
# Value for `CON/C=C(\C=Nc1ccc(Cl)cc1Cl)c1ncc(C(F)(F)F)cc1Cl` in NPY-Y1 antag: 5

# In a second layout: 5 of the compounds above.
31. Cc1cccc(OCC(=O)NC(Cc2ccccc2)C(=O)O)c1 (centres undefined)
32. N[C@@H](Cc1ccc(O)cc1)c1nnc([C@H](CCC(=O)O)NC(=O)C2CCNCC2)o1
33. NNC(=O)c1sc(-c2ccc(Cl)cc2)cc1N
34. O=C(C1Cc2ccccc2CN1C(=O)c1ccccc1)N1CCN(c2ccccc2)CC1 (centres undefined)
35. CCN(CC)CCNC(=O)C1CCC(=O)N(c2ccc(OC)cc2)C1c1ccc(F)cc1 (centres undefined)
assay / compound | 31 | 32 | 33 | 34 | 35
NPY2 pot ag | 7 | -17 | 13 | -7 | 14
NPY-Y1 antag | -6 | 3 | -2 | · | 2
BaF3 parental | -1 | -2 | 1 | 47* | 1
CHOP inhibitor | 13 | 21 | 15 | -9 | 23
S1P4 antagonist | -2 | 5 | -4 | -3 | -9
NCF1 inh | -16 | 10 | -46 | -3 | -19
S1P4 agonist | -0.3 | 1.8 | 2.9 | 1.4 | -0.1
Ba/F3 V617F tox | -5 | 0 | 0 | 58* | -2
NPY-Y1 PAM-ag | -5 | 1 | 7 | 8 | -2

# (listing goes on)
item	SMILES	NPY2 pot ag	NPY-Y1 antag	BaF3 parental	CHOP inhibitor	S1P4 antagonist	NCF1 inh	S1P4 agonist	Ba/F3 V617F tox	NPY-Y1 PAM-ag
41	COc1cccc(/C=C/C(=O)NCc2cn3cc(Cl)ccc3n2)c1OC	-20	13	4	8	-9	-4	-1.1	1	-20
42	Cc1nc(Nc2ccc(S(N)(=O)=O)cc2)sc1C(=O)Nc1ccccc1	18	-7	1	12	4	-8	-0.2	1	4
43	Clc1cccc(/C(Cc2nc3ccccc3[nH]2)=N\Nc2ccccc2)c1	0	2	7	58	6	-9	-2.7	6	-20
44	CC12CC3(C)CC(C)(C1)CC(C(=O)NC(=S)NC(C)(C)C)(C2)C3	5	2	-2	27	-7	-2	0.2	-5	12
45	COCCNc1nnnc2c1sc1nc(N3CCOCC3)c3c(c12)CC(C)(C)OC3	-6	3	6	15	-18	4	-0.1	4	-9
46	COC(=O)CSc1nc2c(c(=O)n(C)c(=O)n2C)n1CCCc1ccccc1	-20	0	8	5	-2	-9	1.4	2	3
47	Cc1c(Cl)cccc1NC(=O)CCC(=O)N/N=C/c1ccc[nH]1	-5	-1	8	37	-12	-9	1.0	4	-5
48	CNC(=O)CCn1nc(-c2ccccc2)c2ccccc2c1=O	6	-7	5	7	-9	-3	0.2	0	15
49	Cc1cc(C)cc(NC(=O)CN(Cc2ccccc2)S(C)(=O)=O)c1	8	12	1	42	5	-3	0.6	-1	-30
50	CCC(C)C(=O)N1CCCC(c2nc(-c3cccs3)no2)C1 (centres undefined)	-4	0	7	-20	-6	7	1.1	3	-9
51	O=C(CC1Oc2ccccc2NC1=O)NCCCN1CCOCC1 (centres undefined)	-2	9	2	14	2	-8	-1.0	0	22
52	Cc1nc(NC(=O)c2ccc(Cl)cc2)sc1-c1csc(Nc2cccc(F)c2)n1	18	-7	9	27	2	158*	0.6	0	6
53	COc1ccc(NC(=O)c2ccc(CN3CCN(c4ccccc4)CC3)cc2)cc1OC	6	3	2	19	-7	-9	-0.1	1	15
54	CCOC(=O)c1cnc(-c2ccccc2)nc1Oc1ccc(Cl)cc1	3	7	6	9	-5	3	-3.3	2	18
55	CC(SCc1ccccc1)C(=O)N/N=C/c1ccc2c(c1)OCO2 (centres undefined)	-27	-2	4	-14	-4	-12	1.0	5	-30
56	O=C(Nc1nccs1)c1ccc(-c2ccc(F)cc2)o1	-3	-7	0	-1	18	2	-2.2	1	8
57	O=C1C(c2ccncc2)=C(O)c2ccccc21	-1	1	7	12	-23	-13	-0.5	-1	-14
58	COc1cc(C(=O)Oc2ccccc2)ccc1OCc1c(C)noc1C	3	5	6	27	-8	-13	-0.3	2	2
59	O=S(=O)(c1cccs1)N1CCc2ccccc21	3	3	2	45	-12	-193	0.7	0	5
60	O=C(COC(=O)c1cccnc1Cl)Nc1ccc2c(c1)OCO2	-6	-5	-1	-21	-15	-2	0.7	-5	2
61	COc1ccc(NC(C)=O)cc1S(=O)(=O)N1CCN(C(=O)c2ccccc2F)CC1	-5	·	0	-15	15	-3	-1.0	-6	-13
62	Cc1cccc(C)c1OCCOCCN1CCN(C)CC1	-2	1	8	-2	-6	1	0.4	1	0

# Screening data from PubChem BioAssay.
